U2OS ROS induce: ROS inducers in U2OS cancer cells, primary screen, cell-based, H2DCF-DA fluorescence | U2OS ROS induction | ROS induction (% of piperlongumine), % at 10 µM | actives 2% (n = 46,000); in the data active means ROS induction above about 79%, passing the limit was not always enough; inconclusive means no clear call, values can overlap the other calls;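 further: 0% = DMSO vehicle median and 100% = reference compound median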
Numbers without * were called inactive; u = inconclusive.

SMILES	U2OS ROS induce
C[C@@H]1CN([C@@H](C)CO)C(=O)c2cccc(NS(C)(=O)=O)c2O[C@H]1CN(C)S(=O)(=O)c1cccs1	-6
COc1ccc(NC(=O)Nc2ccc3c(c2)C(=O)N([C@H](C)CO)C[C@@H](C)[C@@H](CN(C)C(=O)Nc2ccc(F)cc2)O3)cc1	2
C[C@@H]1CN([C@@H](C)CO)C(=O)c2cc(NC(=O)Nc3ccc4c(c3)OCO4)ccc2O[C@@H]1CN(C)S(C)(=O)=O	-9
CCOC(=O)CNC(=O)c1cc2nc(-c3ccc(Cl)s3)cc(C(F)(F)F)n2n1	2
COc1ccc(C#Cc2cnc3c(c2)C(=O)N([C@H](C)CO)C[C@H](C)[C@H](CN(C)C(=O)Nc2ccc(F)cc2)O3)cc1OC	53
C=CC1C(OC2OC(CO)C(O)C(O)C2O)OC=C(C(=O)OC)C1CC1CC(=O)CC(CC(=O)CCc2ccc(O)cc2)O1 (centres undefined)	-5
CNC[C@@H]1Oc2c(NC(=O)C3CCCCC3)cccc2C(=O)N([C@H](C)CO)C[C@@H]1C	1
CC(C)NC(=O)Nc1ccc2c(c1)CC(=O)N([C@H](C)CO)C[C@H](C)[C@H](CN(C)Cc1ccc3c(c1)OCO3)O2	1
Cc1ccc(S(=O)(=O)N(C)CC(=O)Nc2cccc(C#N)c2)cc1	3
Cc1cc(C)c(C)c(OCC(=O)NCc2cccnc2)c1	-13
CCn1c(=NC(=O)c2ccc(S(=O)(=O)N(C)C)cc2)sc2ccccc21	28
COc1ccc(NC(=O)Nc2ccc3c(c2)C(=O)N([C@H](C)CO)C[C@@H](C)[C@@H](CN(C)Cc2ccncc2)O3)cc1	u
O=C(NCc1ccccc1)C1CCC(Cn2c(=S)[nH]c3ccccc3c2=O)CC1 (centres undefined)	6
C[C@@H]1CN([C@@H](C)CO)C(=O)CCCn2cc(nn2)CO[C@@H]1CN(C)C(=O)Nc1ccc(N2CCCCC2)cc1	8
Cc1ccc(C)c(Cc2c(C)nc3c(C(=O)NC4CC4)cnn3c2C)c1	26
C[C@H]1CN([C@@H](C)CO)C(=O)c2cc(NS(=O)(=O)c3ccccc3)ccc2O[C@@H]1CN(C)Cc1ccc(C(=O)O)cc1	-6
C[C@H](CO)N1C[C@H](C)[C@@H](CN(C)Cc2ccccc2)Oc2c(NC(=O)CCCCCC(=O)Nc3ccccc3N)cccc2C1=O	37
C[C@H](CO)N1C[C@H](C)[C@@H](CN(C)Cc2ccccc2)Oc2ccc(NC(=O)C3CCCCC3)cc2C1=O	30
Cc1ccc(S(=O)(=O)Nc2ccc3c(c2)C(=O)N([C@@H](C)CO)C[C@H](C)[C@@H](CN(C)C)O3)cc1	-1
COc1ccc(S(=O)(=O)Nc2ccc3c(c2)CC(=O)N([C@H](C)CO)C[C@@H](C)[C@H](CN(C)Cc2ccc(Cl)c(Cl)c2)O3)cc1	57
CC(C)NC(=O)Nc1cccc2c1O[C@H](CN(C)C(=O)Nc1ccccc1)[C@H](C)CN([C@@H](C)CO)C2=O	-3
Cn1c(SCC(=O)Nc2ccc(Cl)cc2Cl)nc2ccccc2c1=O	u
CC(C)NC(=O)N(C)C[C@H]1Oc2ccc(NC(=O)Cc3ccccc3)cc2CC(=O)N([C@@H](C)CO)C[C@@H]1C	-6
COc1ccc(NC(=O)N(C)C[C@@H]2Oc3ccc(NC(=O)NC(C)C)cc3CC(=O)N([C@H](C)CO)C[C@H]2C)cc1	110*
C[C@H](CO)N1C[C@H](C)[C@H](CN(C)C(=O)c2ccc3ccn(C)c3c2)OCc2cn(nn2)CCCC1=O	0
SMILES	U2OS ROS induce
c1ccc(N2CCN(CCCOc3ccc4c(c3)OCO4)CC2)cc1	-2
Cc1cc(=O)[nH]c(SCCOc2cccc(Cl)c2)n1	6
COc1ccc(C#Cc2ccc3c(c2)[C@]2(C(=O)N3)[C@H](C(N)=O)[C@H]3C(=O)O[C@H](c4ccccc4)[C@H](c4ccccc4)N3[C@@H]2c2ccccc2OCCO)cc1	30
CC1(C)CC(=O)C2=C(C1)N(Cc1ccco1)C(=O)NC2(C(F)(F)F)C(F)(F)F	3
COc1cccc(NC(=O)Cn2c(C)cc(C)c(C#N)c2=O)c1	13
C[C@H]1CN([C@@H](C)CO)C(=O)c2cccc(NC(=O)C3CC3)c2O[C@H]1CN(C)S(=O)(=O)c1ccc(F)cc1	-4
C[C@H](CO)N1C[C@H](C)[C@H](CN(C)Cc2ccc(Cl)c(Cl)c2)Oc2ccc(NC(=O)Cc3ccccc3)cc2CC1=O	1
COc1ccc(NC(=O)N(C)C[C@H]2Oc3ccc(NS(=O)(=O)c4ccc(F)cc4)cc3CC(=O)N([C@@H](C)CO)C[C@H]2C)cc1	0
Clc1ccc(Nc2ncnc3c2cnn3-c2ccccc2)cc1	-14
CNS(=O)(=O)c1ccc2oc3ccc(S(=O)(=O)NC)cc3c2c1	-6
COc1ccc(CCNC(=O)c2ccc3c(=O)n(CC4CCCO4)c(=S)[nH]c3c2)cc1OC (centres undefined)	3
CC(C)Oc1ccc(-c2nn(-c3ccccc3)cc2/C=C(\C#N)S(=O)(=O)c2ccccc2)cc1	-4
O=C(CCO)c1ccc(O)cc1	67
CC(C)NC(=O)N(C)C[C@@H]1Oc2c(NC(=O)C3CCCCC3)cccc2C(=O)N([C@H](C)CO)C[C@@H]1C	-14
COc1cccc(S(=O)(=O)N(C)C[C@H]2OCc3cn(nn3)CCCC(=O)N([C@H](C)CO)C[C@H]2C)c1	-5
Cc1onc(-c2ccccc2Cl)c1C(=O)NCc1nc(-c2ccccc2)no1	-1
C(=C\c1ccccc1)/C=N/N1CCN(Cc2cccc3ccccc23)CC1	14
C[C@@H]1CN([C@@H](C)CO)C(=O)c2cccc(NC(=O)C3CC3)c2O[C@@H]1CN(C)S(=O)(=O)c1ccc(F)cc1	-3
C[C@H]1CN([C@@H](C)CO)C(=O)Cc2cc(NC(=O)NC3CCCCC3)ccc2O[C@@H]1CN(C)CC1CC1	1
COc1ccc(C(C)C)cc1S(=O)(=O)NCc1ccccn1	-13
Cc1cc(C)c(C#N)c(SCc2nc(COc3cccc(C(F)(F)F)c3)no2)n1	-6
C[C@H](CO)N1C[C@H](C)[C@H](CN(C)S(C)(=O)=O)Oc2c(NS(=O)(=O)c3ccc(F)cc3)cccc2C1=O	-3
N#Cc1c(Nc2ccccc2)sc2c(N)nc(N)nc12	24
CC1CC(=O)N(CC(N)=O)c2ccccc2S1(=O)=O (centres undefined)	-5
Cc1ccc(N2C(=O)c3ccccc3C2=O)cc1	-3
SMILES	U2OS ROS induce
Cc1ccc(S(=O)(=O)Nc2ccc3c(c2)CC(=O)N([C@@H](C)CO)C[C@H](C)[C@H](CN(C)C(=O)Nc2ccc4c(c2)OCO4)O3)cc1	-6
O=C(CN1C(=O)c2cccc3cccc1c23)Nc1ccccc1C(=O)N1CCCC1	-3
O=C(CSc1nnc(C2COc3ccccc3O2)n1-c1ccccc1)c1ccc([N+](=O)[O-])cc1 (centres undefined)	10
CSc1nsc(SCC(=O)c2ccc([N+](=O)[O-])cc2)n1	15
Cc1cccc(-n2c(SCC(=O)c3ccccc3)nnc2-c2ccncc2)c1C	14
O=C(CCCn1c(=O)c2cccn2c2ccccc21)NC1CCCc2ccccc21 (centres undefined)	6
COC(=O)CCCCCCC(=O)N/N=C/c1ccc(C(F)(F)F)cc1	2
COc1ccc(Cn2c(CCC(=O)NCCC3=CCCCC3)nc3ncccc3c2=O)cc1	3
CN(C)CCCCNC(=O)[C@@H]1C[C@@H]2C(=O)NCC(=O)N2[C@@H]1c1ccc(O)cc1	14
C[C@@H]1CN([C@H](C)CO)C(=O)c2cc(NC(=O)C3CC3)ccc2O[C@@H]1CN(C)C(=O)Nc1ccc2c(c1)OCO2	3
CNC[C@H]1Oc2c(NC(=O)NC3CCCCC3)cccc2C(=O)N([C@H](C)CO)C[C@@H]1C	3
Cc1noc(C)c1S(=O)(=O)N(C)C[C@H]1Oc2ccc(NC(=O)Cc3ccccc3)cc2CC(=O)N([C@@H](C)CO)C[C@H]1C	8
Cc1sc2nc3c4ccccc4c(NCC4CCCO4)nn3c(=O)c2c1C (centres undefined)	4
C[C@@H]1CN([C@@H](C)CO)C(=O)c2cc(NC(=O)CCN3CCOCC3)ccc2O[C@H]1CN(C)Cc1ccccc1	-10
C=CCc1c(CCC)nc(SCC2CC2)[nH]c1=O	9
C[C@@H]1CN([C@@H](C)CO)C(=O)Cc2cc(NC(=O)CCCCCC(=O)Nc3ccccc3N)ccc2O[C@@H]1CN(C)S(=O)(=O)c1ccc(Cl)cc1	2
C[C@H]1CN([C@@H](C)CO)C(=O)c2cc(NS(=O)(=O)c3cccs3)ccc2O[C@@H]1CN(C)S(=O)(=O)c1cccs1	u
O=S(=O)(Nc1ccccc1Oc1ccccc1)c1ccc(-c2ccon2)s1	-10
Cc1noc(C)c1NC(=O)Nc1cccc2c1O[C@@H](CN(C)C(=O)Nc1cccc3ccccc13)[C@@H](C)CN([C@@H](C)CO)C2=O	-6
C[C@H]1CN([C@@H](C)CO)C(=O)c2cc(NC(=O)CCCN(C)C)ccc2O[C@@H]1CN(C)C(=O)NC1CCCCC1	-6
C[C@@H]1CN([C@@H](C)CO)C(=O)c2cc(NC(=O)CCC(F)(F)F)ccc2O[C@@H]1CN(C)Cc1ccc(C(F)(F)F)cc1	11
C=CCNC(=O)[C@H]1[C@@H]2C(=O)O[C@@H](c3ccccc3)[C@@H](c3ccccc3)N2[C@@H](c2ccc(OCCO)cc2)[C@]12C(=O)Nc1ccccc12	42
COc1ccc(S(=O)(=O)N(C)C[C@H]2OCCCC[C@@H](C)Oc3ccc(NS(=O)(=O)c4cccs4)cc3C(=O)N([C@H](C)CO)C[C@@H]2C)cc1	-3
COc1ccc(S(=O)(=O)N(C)C[C@@H]2Oc3ccc(NC(=O)Cn4cnnn4)cc3C(=O)N([C@@H](C)CO)C[C@@H]2C)cc1	-8
Cc1noc(C)c1S(=O)(=O)Nc1ccc2c(c1)CC(=O)N([C@H](C)CO)C[C@H](C)[C@H](CN(C)Cc1ccccc1)O2	7

Reprinted at random: two entries already listed, in no set order.
SMILES	U2OS ROS induce
CNC[C@H]1Oc2c(NC(=O)NC3CCCCC3)cccc2C(=O)N([C@H](C)CO)C[C@@H]1C	3
Cc1cccc(-n2c(SCC(=O)c3ccccc3)nnc2-c2ccncc2)c1C	14

Single entries from the entries so far:
C=CCNC(=O)[C@H]1[C@@H]2C(=O)O[C@@H](c3ccccc3)[C@@H](c3ccccc3)N2[C@@H](c2ccc(OCCO)cc2)[C@]12C(=O)Nc1ccccc12 | U2OS ROS induce: 42
C[C@@H]1CN([C@@H](C)CO)C(=O)c2cc(NC(=O)CCC(F)(F)F)ccc2O[C@@H]1CN(C)Cc1ccc(C(F)(F)F)cc1 | U2OS ROS induce: 11
CNC[C@H]1Oc2c(NC(=O)NC3CCCCC3)cccc2C(=O)N([C@H](C)CO)C[C@@H]1C | U2OS ROS induce: 3
COc1ccc(S(=O)(=O)N(C)C[C@H]2OCCCC[C@@H](C)Oc3ccc(NS(=O)(=O)c4cccs4)cc3C(=O)N([C@H](C)CO)C[C@@H]2C)cc1 | U2OS ROS induce: -3
COC(=O)CCCCCCC(=O)N/N=C/c1ccc(C(F)(F)F)cc1 | U2OS ROS induce: 2

Next structures follow.
SMILES	U2OS ROS induce
COc1ccc(S(=O)(=O)Nc2ccc3c(c2)C(=O)N([C@H](C)CO)C[C@@H](C)[C@@H](CN(C)Cc2ccc(-c4ccccc4)cc2)O3)cc1	36
COc1ccc(S(=O)(=O)Nc2cccc3c2O[C@H](CN(C)C)[C@@H](C)CN([C@H](C)CO)C3=O)cc1	2
Cc1ccc(S(=O)(=O)N(C)C[C@H]2Oc3ccc(NC(=O)NC4CCCCC4)cc3C(=O)N([C@@H](C)CO)C[C@H]2C)cc1	-1
C[C@H]1CN([C@@H](C)CO)C(=O)Cc2cc(NC(=O)NC3CCCCC3)ccc2O[C@@H]1CN(C)Cc1ccc(C(F)(F)F)cc1	4
COc1ccc(OCCCSc2ncccn2)cc1	-20
CNC[C@H]1Oc2ccc(NS(=O)(=O)c3cccs3)cc2CC(=O)N([C@@H](C)CO)C[C@H]1C	-11
N#Cc1cc2c(nc1SCCS(=O)(=O)c1nc3ccccc3s1)CCCC2	10
C[C@@H]1CN([C@@H](C)CO)C(=O)c2cc(NS(=O)(=O)c3ccc(Cl)cc3)ccc2O[C@H]1CN(C)CC1CC1	-4
COc1ccc(OC)c(S(=O)(=O)NCc2nn(-c3ccccc3)nc2C)c1	-13
O=S(=O)(CCSc1ccccc1)c1ccccc1	-3
O=C(Nc1ccccc1)OCCCc1ccccc1	-11
O=C1CCCCC1C(=O)c1ccccc1 (centres undefined)	-12
CC(C)NC(=O)Nc1ccc2c(c1)C(=O)N([C@H](C)CO)C[C@@H](C)[C@H](CN(C)C(=O)NC1CCCCC1)O2	-11
C[C@@H]1CN([C@@H](C)CO)C(=O)c2cccc(NC(=O)c3ccc(-c4nccs4)cc3)c2O[C@@H]1CN(C)S(C)(=O)=O	2
Cc1ccc(S(=O)(=O)Nc2cccc3c2O[C@@H](CN(C)S(=O)(=O)c2cccs2)[C@@H](C)CN([C@@H](C)CO)C3=O)cc1	-3
Cc1nnc(NCCc2ccccc2)[nH]c1=O	-6
Cc1c(C)c(C)c(C(=O)c2ccccc2C(=O)NCc2cccnc2)c(C)c1C	-10
OCc1nc2ccccc2n1Cc1ccc(Cl)cc1	-16
C[C@@H]1CN([C@H](C)CO)C(=O)c2cccc(NC(=O)C3CCOCC3)c2O[C@@H]1CN(C)S(=O)(=O)c1ccccc1	0
CCCC(O)C#Cc1cnc2c(c1)C(=O)N([C@H](C)CO)C[C@H](C)[C@H](CN(C)S(=O)(=O)c1cccs1)O2 (some centres undefined)	11
C[C@H]1CN([C@@H](C)CO)C(=O)c2cc(NS(=O)(=O)c3ccc(F)cc3)ccc2O[C@H]1CN(C)Cc1ccncc1	-15

Given as a markdown table: entries from further up.
| Compound | U2OS ROS induce |
| --- | --- |
| COc1ccc(OC)c(S(=O)(=O)NCc2nn(-c3ccccc3)nc2C)c1 | -13 |
| N#Cc1cc2c(nc1SCCS(=O)(=O)c1nc3ccccc3s1)CCCC2 | 10 |
| COc1ccc(S(=O)(=O)Nc2ccc3c(c2)C(=O)N([C@H](C)CO)C[C@@H](C)[C@@H](CN(C)Cc2ccc(-c4ccccc4)cc2)O3)cc1 | 36 |
| COc1ccc(OCCCSc2ncccn2)cc1 | -20 |
| O=C(Nc1ccccc1)OCCCc1ccccc1 | -11 |

Some of the compounds tested (hit frequency here may not be typical).
